MCF10A rereplic: induces DNA re-replication in MCF 10a normal breast cells | 350,000 compounds, 2.9% hits | MCF 10A DNA re-replication, Hoechst nuclear intensity, 48 h | Potency, µM (series often up to 46.1 µM), without a hit: top-dose activity, positive = re-replication, usual class: activators; note: potency is the fitted concentration of half-maximal effect; % of control where 0% means no effect; nearly all actives have a fitted effect of over 50% in size
SW480 rerep: inducers of DNA re-replication in SW480 colon cancer cells. SW480 DNA re-replication, Hoechst DNA content imaging, 48 h. Potency, µM (highest dose often 46.1 µM), for the others: top-dose re-replication activation, usual class: activators. 340,000 compounds, 1.8% hits; note: potency is the fitted concentration of half-maximal effect; % of control where 0% means no effect; nearly all actives have a fitted effect of over 55% in size
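Quantitative HTS format with DMSO vehicle controls; 48 hr drug incubation at 37 C, then 40 min Hoechst staining and scanning imager measurement at 405 nm excitation.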
ATXN2 expr inh: inhibitors of ATXN2 expression | 360,000 compounds, 0.72% hits | HEK-293 ATXN2-luciferase reporter, luminescence, 24 h | AID 1745845 | Potency, µM (titrated, usually from 57 µM), for the others: top-dose activity change, negative = inhibition, hits mostly inhibitors; note: potency is the fitted concentration of half-maximal effect; % is set by controls: 0 for no effect and ±100 for the full control effect; nearly all actives have a fitted effect of over 55% in size
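ATXN2-luciferase reporter cells (luciferase flanked by upstream and downstream ATXN2 gene portions) were treated 24 h at 37 °C with compounds at up to 57 uM. SteadyGlo luminescence gave expression; GF-AFC fluorescence gave viability.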
IL-1B inflam inh: inhibitors of inflammasome signaling (IL-1 beta secretion); THP-1 LPS/ATP IL-1B secretion, AlphaLISA, 16 h; hits give low values; activity change, % at 57.5 µM; 360,000 compounds, 4.7% hits; in the data active = activity change below about -50%; inconclusive = mostly about -30% to -49%; note: % is set by controls: 0 for no effect and ±100 for the full control effect
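THP-1 cells pretreated 1 hr with compounds (up to 57.5 uM final), then stimulated with LPS (250 ng/mL final) plus ATP (1.25 mM final); secreted IL-1B measured by AlphaLISA after 16 hr, decreased signal indicating inhibition.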
KB-V1 cytotox: KB-V1 MDR subline cytotoxicity | KB-V1 MDR cells viability, CellTiter-Glo, 72 h | Potency, µM (top dose mostly 46.1 µM), for inactives: at the highest dose activity change, negative = cytotoxicity, most hits filed as cytotoxic | 400,000 compounds, 3.4% hits | AID 1347076; note: potency is the fitted concentration of half-maximal effect; % is set by controls: 0 for no effect and ±100 for the full control effect; nearly all actives have a fitted effect of over 60% in size
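KB-V1 cells (P-gp-expressing MDR subline of KB-3-1) in phenol-red-free DMEM with 10% FBS were exposed to library compounds over a concentration series for 72 h at 37 degrees C. Viability read by CellTiter-Glo luminescence; concentration-effect curves fitted after normalization.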
HT1080-NT tox: kills 2HG-producing HT-1080-NT fibrosarcoma cells; HT-1080-NT fibrosarcoma viability, CellTiter-Glo ATP luminescence, 48 h; Potency, µM (series often up to 46.1 µM), inactives show at the top dose activity, negative = less viability, most hits filed as cytotoxic; 360,000 compounds, 1.6% hits; AID 686970;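 note: NT is the 2HG producing partner of a matched IDH1 knockdown line; potency is the fitted concentration of half-maximal effect; 0% = DMSO-treated cells and -100% = media-only wells without cells; nearly all actives have a fitted effect of over 55% in size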
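750 cells/well, RPMI + 5% FBS; 2 h settle, compound pin-transfer, 48 h at 37 degrees C. CellTiter-Glo 10 min RT, luminescence. Normalized to DMSO and media-only wells.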
KB-3-1 tox: KB-3-1 parental cell cytotoxicity. KB-3-1 viability, CellTiter-Glo ATP luminescence, 72 h. AID 1347075. Potency, µM (highest dose often 46.1 µM), without a hit: at the highest dose activity change, negative = cytotoxic, hits mostly cytotoxic. 400,000 compounds, 1.4% hits; note: potency is the fitted concentration of half-maximal effect; % is set by controls: 0 for no effect and ±100 for the full control effect; nearly all actives have a fitted effect of over 60% in size
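Luminescent ATP read-out (CellTiter-Glo) measures survival of drug-naive KB-3-1 cells after 72 h compound exposure at 37 °C. Titration series was screened from lowest to highest concentration, with DMSO vehicle plates as background controls.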
S2 tox: viability counter-screen for ATXN expression inhibitors; 400,000 compounds, 0.49% hits; Potency, µM (doses to about 56.7 µM), hits mostly cytotoxic; S2 cells (HEK-293 line with an ATXN2-luciferase reporter) viability, CellTiter-Fluor protease fluorescence, 24 h; note: potency is the fitted concentration of half-maximal effect; nearly all actives have a fitted effect of over 40% in size
HT1080 IDH1KD tx: toxicity to HT-1080 IDH1 knockdown cells (counter line); HT-1080 IDH1 knockdown viability, ATP luminescence, 48 h; Potency, µM (series often up to 46.1 µM), for the others: at the top dose activity, negative = toxicity, actives largely listed as cytotoxic; 360,000 compounds, 2% hits; AID 686971;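 note: potency is the fitted concentration of half-maximal effect; 0% = DMSO wells and -100% = cell-free medium wells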
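% activity derives from luminescence (CellTiter-Glo), normalised to DMSO and no-cell wells. HT-1080-IDH1KD cells, 750/well, had 48 h compound exposure at 37 °C.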
* = called active by the depositor; i = inactive; u = inconclusive; x = not tested or not shown; & = joins results of further samples; [ ] = remark or other dose. Unless noted, calls come from the whole dose curve; as a rule, active = well fitted curve in the direction sought with a large enough effect; inconclusive = small, poorly fitted or top-dose-only effect, or another doubt; inactive = no such curve, though single readings can be large; an effect the other way counts as inactive or inconclusive.

compound | HT1080-NT tox | S2 tox | KB-V1 cytotox | HT1080 IDH1KD tx | SW480 rerep | KB-3-1 tox | MCF10A rereplic | IL-1B inflam inh | ATXN2 expr inh
Cc1ccc(C(=O)NNC(=O)Cc2nc3nc(C)cc(C)n3n2)cc1 | -3% | i | -6% | 2% | 13% | 2% | 6% | 4 | x
COC(=O)C1=C(C)N(CC2CC2)C(=NCc2cc(OC)c(OC)c(OC)c2)N[C@H]1c1ccccc1 | 5% | i | 2% | 8% | -1% | -3% | 5% | -1 | 7%
COc1ccc(-c2cc(N3CCCC3)n3ncnc3n2)cc1 | -8% | i | u | -14% | -7% | -1% | -4% | u | 2%
CCCOc1ccc(F)cc1-c1cc(C(=O)NCc2ccco2)[nH]n1 | 8% | i | -22% | 17% | x | 0% | x | -17 | 12%
C/C(=N\NC(=O)Cn1ccc(C(F)(F)F)n1)c1ccc(N2CCOCC2)cc1 | -16% | i | 2% | 9% | 5% | 1% | -9% | -5 | -12%
COc1ccccc1-c1ncnn1-c1sc2c(c1C#N)CCCCC2 | x | i | 6% | x | x | 5% | x | x | 9%
COCCNC(=O)/C(C#N)=C\c1ccc(CNS(=O)(=O)c2ccccc2)o1 | 1% | i | 6% | -3% | 1% | u | -7% | -5 | -27%
COCCN(C(=O)c1cc(-c2ccc(F)cc2)nc2ccccc12)c1c(N)n(CC(C)C)c(=O)[nH]c1=O | 6% | i | u | -13% | -23% | 16% | -1% | 9 | 11%
N#CCc1ccc(-c2cccc3nccn23)cc1 | u | i | 0% | 1% | x | u | x | 7 | 16%
CSCC[C@H](NC(=O)c1cccs1)c1nnc2ccccn12 | 9% | i | -12% | 6% | 6% | 1% | -1% | 1 | x
CCCCC(=O)NC1(C(F)(F)F)C(=O)Nc2c1c(=O)[nH]c(=O)n2Cc1ccco1 (configuration not stated) | 1% | i | 11% | 2% | 8% | 2% | -1% | 12 | 2%
CC(C)Sc1oc(-c2ccco2)nc1S(=O)(=O)c1ccc(F)cc1 | 1% | i | u | 0% | 8% | 0% | u | -7 | -3%
COc1ccc(C(CNC(=O)/C=C/c2c(Cl)nc3ccccn23)N(C)C)cc1 (configuration not stated) | -5% | i | -3% | -16% | 0% | 1% | 2% | -1 | -2%
COc1ccc(/C(C)=N\O)cc1OC | 1% | i | 3% | 7% | -2% | -8% | 12% | 1 | 4%
O=C(CC(C(=O)O)c1ccc(Cl)cc1)c1ccc(Br)cc1 (configuration not stated) | -1% | i | -15% | 1% | 0% | 11% | -14% | 20 | 15%
CC(=O)c1cccc(OCC(=O)N(Cc2ccco2)c2c(N)n(Cc3ccccc3)c(=O)[nH]c2=O)c1 | 7% | i | u | 6% | -6% | 9% | -5% | 16 | 0%
Cc1nc(N)sc1-c1csc(Nc2ccccn2)n1 | -1% | i | -26% | -22% | -1% | -2% | 3% | -24 | 79%[activator]
Nc1nnc(Cc2c[nH]c3ccccc23)s1 | -11% | i | -1% | 0% | 0% | 1% | 2% | 16 | 4%
COc1cccc(NC(=O)c2cccc(N3C(=O)C4CCC(C)CC4C3=O)c2)c1 (configuration not stated) | -1% | i | -2% | 6% | -21% | u | 15% | -5 | 0%
CCN(CC)C1=N/C(=C\c2ccco2)C(=O)N1c1ccccc1 | 6% | i | u | 4% | 8% | -2% | u | -4 | -5%
COCC(C)NC(=O)Cn1c(SCc2ccccc2)nc2ccccc21 (configuration not stated) | 11% | i | -17%&-6% | 3% | -13% | 7%&0% | 0% | -1 | 4%
Cc1cccc(NC(=O)CSCC(=O)Nc2cc(S(=O)(=O)N3CCOCC3)ccc2OC(C)C)c1 | 4% | i | -16% | -1% | -8% | 12% | 0% | 14 | 6%
CN1C(=O)C2(c3ccccc31)N(c1ccccc1)C(=O)CS2(=O)=O (configuration not stated) | x | i | 0% | x | x | 19% | x | x | 0%
COC1=C/C(=C/c2c(N)n3c(nc2=O)sc2cc(S(C)(=O)=O)ccc23)C=CC1=O | -3% | i | -3% | -14% | -3% | 2% | u | -12 | x
Cc1nc2ccc(NC(=O)c3ccc(N4C(=O)CCC4=O)cc3)cc2s1 | 2% | i | 1% | -3% | -2% | 0% | 5% | -2 | -9%
O=C(CCNC(=O)c1ccc(Br)cc1)NCCCc1ccccc1 | 1% | i | u | -12% | -2% | -1% | 1% | -3 | 12%
c1ccc(-c2noc(-c3ccccc3-c3ccccc3)n2)cc1 | 6% | i | 5% | 9% | 1%[9.22 µM] | 26% | u | -9 | 2%
CCN1CCOC(=O)C1CC(=O)Nc1ccc(Br)cc1 (configuration not stated) | x | i | -8% | x | x | 14% | x | x | 12%
Cc1cc(C)cc(CC(=O)N2CCC2(C)C(=O)NS(=O)(=O)c2cccc(F)c2)c1 (configuration not stated) | 16% | i | 2% | 1% | x | 0% | x | 6 | 6%
COc1ccc2c(c1)c(=O)c(C(=O)c1ccccc1)cn2Cc1ccc(C)cc1 | u | u | 18µM* | u | u | u | u | -4 | -27%
Cc1csc(NC(=O)CSc2ccc(-c3ccccn3)nn2)n1 | -10% | u | u | u | u | -11% | 0% | 192 | x
CN(C)C1CCN(C(=O)c2cccc(OC3CCN(S(=O)(=O)N(C)C)CC3)c2)C1 (configuration not stated) | 9% | i | 25% | 4% | -22% | -9% | -1% | 0 | -8%
COc1ccc(-c2nc3ccccc3s2)cc1NC(=O)c1cccc(F)c1 | x | i | 8% | x | x | 4% | x | x | 20%
CSc1nc(C)cc(Oc2ccc(OCCOc3ccccc3)nn2)n1 | 6% | i | -17% | 5% | 3% | 1% | 1% | 2 | 65%[activator]
CC(C)CN(C(=O)COC(=O)c1cc2ccccc2cc1O)c1c(N)n(Cc2ccccc2)c(=O)[nH]c1=O | u | i | 6% | -15% | -22% | 3% | u | -54* | -2%
COc1cc(C(=O)NCCSc2ccccc2)cc(OC)c1OC | 3% | i | u | -3% | -4% | -1% | 3% | 15 | -2%
O=C(/C=C/c1ccccc1)NC(NC(=S)Nc1ccc(Cl)cc1)C(Cl)(Cl)Cl (configuration not stated) | u | i | u | 18µM* | u | u | 16µM* | u | u
O=C(Nc1ccccc1)C1CCCN1C(=O)NCc1ccccc1 (configuration not stated) | 12% | i | -10% | 15% | 0% | 13% | -3% | 2 | -17%
Cc1ccc(/C=N/n2c(-c3cccc(Cl)c3)n[nH]c2=S)o1 | 12% | i | 9% | 10% | -3% | 1% | 3% | 12 | -30%
O=[N+]([O-])c1cccc(COc2ccccc2CN2CCCC2)c1 | 0% | i | 17% | 6% | 18% | -8% | -1% | 1 | -2%
N#Cc1nccnc1N1CCN(C(=O)Nc2ccccc2)CC1 | 18% | i | -4% | 9% | -19% | -2% | -8% | -6 | 6%
CCN(CC)CCCNC(=O)c1cc(Nc2ccc(OC)cc2)nc2ccccc12 | -28% | i | -12% | u | u | 0% | u | -60* | -23%
Cc1ccc(C(=O)/C=C2/NC(=O)CS2)cc1 | 9% | u | 11% | 21% | -6% | 12% | 0% | -12 | 22%
COC(=O)c1ccc2nc(-c3ccc4c(c3)OCO4)cn2c1 | 12% | i | -18% | 23% | -3% | -5% | 8% | -7 | u
CC(C)C[C@@H](COc1ccccc1)N1CCN(CC(C)C)CCC1=O | -2% | u | 5% | 0% | -18% | 0% | -8% | 16 | -2%
COc1ccc(CCNC(=O)c2ccc(S(=O)(=O)N(C)c3ccccc3)cc2)cc1OC | 2% | i | -8% | -1% | 4% | 15% | 4% | 30 | -25%
COc1cc(NC(=O)CCN2CC(C)OC(C)C2)cc(OC)c1 (configuration not stated) | 1% | i | -12% | 12% | -5% | 13% | -5% | -4 | -17%
Cc1ccc(CNC(=O)C2CCC(=O)N2C2CCCCC2)cc1 (configuration not stated) | -14% | i | 6% | -11% | -6% | -3% | 2% | -25 | 6%
O=C(CCNS(=O)(=O)c1ccc(Br)cc1)Nc1cccc(F)c1 | -14% | i | -26% | -20% | -4% | -14% | 5% | -17 | -10%
COc1ccc(Nc2nnc(SCC(=O)NC3CCS(=O)(=O)C3)s2)cc1 (configuration not stated) | -8% | i | -18% | -6% | -86% | u | 16% | -8 | -1%
N#CCc1nn(-c2ccc(Cl)cc2)c(N)c1C#N | 3% | i | 6% | -1% | 2% | 8% | u | 14 | 6%
Cc1ccc(Cl)cc1N1CCN(C(=O)Cn2c(-c3cccs3)cc3cc(F)ccc32)CC1 | x | i | -1% | x | x | 6% | x | x | 8%
Cc1noc(/C=C/N(C)C)c1S(=O)(=O)N1CCCC(C(=O)NC2CCCCC2)C1 (configuration not stated) | 0% | i | -1% | -2% | 7% | 2% | u | -10 | -5%
O=C(NC1CCCC1)C(c1ccccc1)N(C(=O)c1csnn1)C1CCCC1 (configuration not stated) | -5% | i | u | -11% | 0% | -5% | -1% | 0 | -4%
CC(C)[C@H](NC(=O)OC(C)(C)C)c1cc(C(=O)NC2CC2)c(N)s1 | -2% | x | u | 0% | x | 5% | x | -1 | x
C/C(=N\NC(=O)c1cc2ccccc2cc1O)c1ccccn1 | u | i | -16% | u | u | u | 16% | 70 | u
COc1ccc(CN(C)C(=O)CNC(=O)Cc2cccc3ccccc23)c(OC)c1OC | 3% | i | 0% | 0% | 4% | 9% | 5% | -1 | 0%
O=C(O)CCCCCNc1nc(-c2ccccc2)nc2ccccc12 | 1% | u | 0% | -12% | -25% | -1% | -4% | 0 | 12%
Cc1ccc(NC(=O)NCCN2CCCCC2)cc1C | 0% | u | 5% | -1% | 4% | -24% | 0% | -7 | x
COCCN1C(=O)COc2ccccc2C1C(=O)NCc1ccccc1 (configuration not stated) | 26% | i | 11% | 4% | x | 2% | x | 33 | 12%
CCc1ccccc1N(CC(=O)NC(C)c1ccccc1)S(C)(=O)=O (configuration not stated) | 5% | u | 8% | 6% | 0% | 1% | -1% | -10 | x

Hits appear at their usual frequency. Share with any hit: about 11%.
